Source: PubChem (The Scripps Research Institute Molecular Screening Center)
MITF inh = human MITF inhibition, primary screen; AlphaScreen MITF homodimerization, bead proximity signal; inhibition, % at 2.6 µM; 0.91% of 650,000 active; AID 1259374; in the data active = inhibition above about 50%;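 also: 0% = vehicle wells with protein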
FBW7 activator = activators of human E3 ligase FBW7. Q969H0. AlphaScreen FBW7–phospho-cyclin E peptide binding, activator screen. normalized activity (activation), % at 26.1 µM. 0.13% of 650,000 active. AID 1259310; in the data active = normalized activity above about 1.9%;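 also: purified mutant Fbw7 with reduced substrate affinity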
Target sequence (Q969H0 whole entry, looked up): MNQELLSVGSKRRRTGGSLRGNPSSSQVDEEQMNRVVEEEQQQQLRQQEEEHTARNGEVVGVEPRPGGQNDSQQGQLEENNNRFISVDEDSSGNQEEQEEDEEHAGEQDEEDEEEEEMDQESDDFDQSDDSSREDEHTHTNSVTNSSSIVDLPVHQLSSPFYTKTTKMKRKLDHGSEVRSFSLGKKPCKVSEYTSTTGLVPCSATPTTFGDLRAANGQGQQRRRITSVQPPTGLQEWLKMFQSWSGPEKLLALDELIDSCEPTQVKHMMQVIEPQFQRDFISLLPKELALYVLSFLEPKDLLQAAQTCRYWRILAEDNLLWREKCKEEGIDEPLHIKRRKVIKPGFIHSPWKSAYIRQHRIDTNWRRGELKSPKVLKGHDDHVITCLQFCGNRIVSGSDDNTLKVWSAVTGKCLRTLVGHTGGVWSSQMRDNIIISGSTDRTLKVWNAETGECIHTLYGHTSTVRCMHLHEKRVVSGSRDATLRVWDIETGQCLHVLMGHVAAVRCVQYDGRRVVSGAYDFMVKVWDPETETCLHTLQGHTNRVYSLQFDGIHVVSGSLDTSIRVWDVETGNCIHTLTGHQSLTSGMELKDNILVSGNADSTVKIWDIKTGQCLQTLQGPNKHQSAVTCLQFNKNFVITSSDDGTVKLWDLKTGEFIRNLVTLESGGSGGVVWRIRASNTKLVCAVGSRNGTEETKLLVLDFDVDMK
GPR151 activ = activates the human receptor GPR151; PathHunter beta-arrestin GPR151 cells, luminescence; AID 1508602; 1% of 650,000 active; Q8TDV0; activation, % at 11.2 µM; in the data active = activation above about 4.9%;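 also: 0% = median of compound wells and 100% = cells with positive control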
Target sequence (Q8TDV0 whole entry, looked up): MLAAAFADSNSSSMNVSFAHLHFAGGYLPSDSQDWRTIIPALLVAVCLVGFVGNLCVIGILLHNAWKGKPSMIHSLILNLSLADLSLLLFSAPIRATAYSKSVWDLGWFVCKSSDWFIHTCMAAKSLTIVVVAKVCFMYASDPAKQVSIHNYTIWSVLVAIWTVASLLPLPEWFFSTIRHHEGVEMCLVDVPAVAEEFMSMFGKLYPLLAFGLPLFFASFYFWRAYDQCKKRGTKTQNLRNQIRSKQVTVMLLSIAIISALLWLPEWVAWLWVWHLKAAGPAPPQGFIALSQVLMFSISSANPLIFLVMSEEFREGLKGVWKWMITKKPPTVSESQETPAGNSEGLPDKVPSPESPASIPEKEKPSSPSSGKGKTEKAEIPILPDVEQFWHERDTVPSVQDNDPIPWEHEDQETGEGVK
TEAD-YAP inh = TEAD-YAP interaction inhibition | HEK-TIYL cells, TEAD-Gal4/YAP UAS-luciferase luminescence | 1.4% of 640,000 active | inhibition, % at 9.12 µM | AID 1259422; in the data active = inhibition above about 32%;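 also: 0% = median of test compound wells and 100% = reference inhibitor wells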
* marks the source's active call; other numbers are inactive results.

SMILES | MITF inh | FBW7 activator | GPR151 activ | TEAD-YAP inh
COC(=O)Nc1ccc(S(=O)(=O)Nc2cccc(F)c2)cc1 | 9 | 0.1 | 0.4 | -9
CC1=C(C(=O)N2CCOCC2)C(c2cc(Br)ccc2F)C2=C(CC(C)(C)CC2=O)N1 (stereo unspecified) | 12 | 0.1 | 0.3 | 0
COc1ccc(CN2CCc3nnc(C(C)NC(=O)C4CCOCC4)n3CC2)c(C)c1C (stereo unspecified) | 1 | -0.2 | 3.0 | -1
CCOC(=O)c1ccc(NC(=O)CSc2nnc(C3CC3)n2CC)cc1 | 7 | 0.1 | -0.6 | -7
COc1ccc(C(=O)N(Cc2ccc(C)o2)C2CCS(=O)(=O)C2)cc1Cl (stereo unspecified) | -10 | 0.1 | -0.2 | -8
CCOC(=O)c1cnc2c(C)cc(Cl)cc2c1Nc1ccccc1OCC | 5 | -0.1 | -0.4 | 4
CCOC(=O)c1c(NC(=O)CSc2nnc(CNC(=O)c3ccc(OC)c(OC)c3)n2Cc2ccccc2)sc2c1CCCCC2 | -6 | 0.1 | -0.3 | 0
Nc1ccc(OCCn2cncn2)cc1 | 6 | -0.1 | -0.1 | 1
CCOC(=O)C1CCN(c2cc(NCCCO)c([N+](=O)[O-])c3nonc23)CC1 | -3 | -0.1 | 0.4 | -5
Cc1ccc(NC(=O)C2C3C=CC4(O3)C2C(=O)N(CCC(C)C)C4C(=O)NC2CCCCC2)cc1Cl (stereo unspecified) | -18 | 0.0 | 0.4 | -7
O=C(O/C(=C\c1nc2ccccc2n1Cc1ccc(Cl)c(Cl)c1)c1ccccc1F)c1ccccc1F | 13 | 0.6 | -1.6 | 1
COc1ccc(-n2c(SCC(=O)N(C(C)C)C(C)C)nnc2-c2ccncc2)cc1 | -3 | 0.0 | 1.0 | 5
Cc1nnc(NC(=O)C2CCN(c3nnnn3-c3ccccc3)CC2)s1 | 0 | 0.0 | -0.3 | -3
CCc1ccc(OCCNc2cc(N3CCOCC3)ccc2[N+](=O)[O-])cc1 | 18 | -0.4 | 0.0 | -6
COCCN1C(=O)/C(=C\c2ccccc2OC)C(C(=O)OC)=C1C | 6 | 0.0 | 0.1 | 7
CCC(C)(C)NC(=O)CN(C(=O)c1csnn1)c1ccc(Cl)cc1 | -5 | 0.4 | 4.6 | -24
CCC(C)NC(=O)c1ccc2c(c1)NC(=O)c1ccccc1S2 (stereo unspecified) | -8 | -0.2 | 1.5 | -4
Cc1[nH]c2ccccc2c1/C=N/N1C(=O)C2C(C1=O)C1C=CC2C12CC2 (stereo unspecified) | 12 | 0.0 | -1.4 | 10
Cc1ccccc1-c1nsc(SCC(=O)N2CCN(c3ccccc3)CC2)n1 | 5 | 0.0 | -1.0 | -6
CCCC(C)NC(=O)c1ccc(NC(C)=O)cc1 (stereo unspecified) | 12 | 0.5 | -0.8 | -5
CCOc1ccc(C(=O)Nc2nnn(C)n2)cc1 | 6 | 0.0 | -1.0 | -19
CCc1ccccc1NC(=O)c1ccc(F)c(S(=O)(=O)N(CC)c2ccccc2)c1 | -7 | -0.2 | -0.9 | 2
O=C1NC(c2ccccc2O)C(C(=O)c2ccccc2)C(O)(C(F)(F)F)N1 (stereo unspecified) | 4 | 0.1 | 0.3 | 4
CCOc1ccc(C(=O)Nc2ccc3oc(-c4cc(I)ccc4Cl)nc3c2)cc1[N+](=O)[O-] | 2 | -0.1 | 1.2 | -8
COc1cccc(CN2CCN(Cc3ccco3)CC2)c1 | 76* | -0.2 | -1.2 | -9
COc1ccc(NC(=O)c2cccc3c2C(=O)c2ccccc2-3)cc1 | 18 | 0.2 | -0.3 | 17
COc1ccc(-c2noc(N3CCN(C4CCCCC4)CC3)n2)cc1 | 1 | -0.1 | 1.1 | -2
CCOC(=O)c1c(C2CC2)csc1NC(=O)CN1C(=O)NC(CC)(CC)C1=O | 4 | -0.1 | 1.2 | 1
COc1ccc(NC(=O)c2ccco2)cc1NC(=O)COc1ccc(C)c(C)c1 | 1 | 0.0 | 0.2 | -9
CC1CCCN(S(=O)(=O)c2ccc(NC=C(C#N)C#N)cc2)C1 (stereo unspecified) | 0 | 0.0 | -0.2 | -7
C=C1C[C@H](c2ccccc2)N(C)C[C@H]1C | 8 | 0.1 | -0.8 | -3
N#Cc1cc(-c2cccs2)no1 | 6 | -0.1 | 4.4 | -14
CCN(CC)C(=O)C1CCCN(Cc2cccc(Cl)c2)C1 (stereo unspecified) | 55* | 0.8 | 3.4 | 7
Cc1cc(C(F)F)n2ncc(C(=O)NCc3ccccc3Cl)c2n1 | -21 | -0.2 | 1.9 | -5
COc1cccc(-n2nc(C(=O)NCCCN3CCN(C)CC3)c3ccccc3c2=O)c1 | 14 | 0.6 | -1.1 | 6
CCOC(=O)C1=C(C)N=c2s/c(=C\c3cccnc3)c(=O)n2C1c1c(OC)ccc2ccccc12 (stereo unspecified) | -5 | 0.0 | -0.5 | 2
COc1ccc(NC(=O)c2cccc(N3C(=O)c4cccc([N+](=O)[O-])c4C3=O)c2)cc1 | 16 | 0.3 | -1.9 | -9
O=C(NNC(=O)c1cccc(Cl)c1)Nc1ccc(Cl)cc1 | 4 | 0.1 | -1.9 | 1
C=CCOc1cccc(C(=O)Nc2ccccc2NC(C)=O)c1 | 21 | 0.2 | -0.9 | 7
Nc1c(C(=O)c2ccccc2)sc2nc3c(cc12)C(=O)CCC3 | -16 | 0.2 | -0.2 | 10

Random excerpt: 2 records from the list.
SMILES | MITF inh | FBW7 activator | GPR151 activ | TEAD-YAP inh
O=C1NC(c2ccccc2O)C(C(=O)c2ccccc2)C(O)(C(F)(F)F)N1 (stereo unspecified) | 4 | 0.1 | 0.3 | 4
Cc1[nH]c2ccccc2c1/C=N/N1C(=O)C2C(C1=O)C1C=CC2C12CC2 (stereo unspecified) | 12 | 0.0 | -1.4 | 10

Some of the entries above in another layout.
Value order: MITF inh, FBW7 activator, GPR151 activ, TEAD-YAP inh
- Cc1cc(C(F)F)n2ncc(C(=O)NCc3ccccc3Cl)c2n1
  -21, -0.2, 1.9, -5
- COc1cccc(-n2nc(C(=O)NCCCN3CCN(C)CC3)c3ccccc3c2=O)c1
  14, 0.6, -1.1, 6

Later entries.
SMILES | MITF inh | FBW7 activator | GPR151 activ | TEAD-YAP inh
Cc1ccccc1C(=O)Nc1ccnn1C1CCN(CC2CC=CCC2)CC1 (stereo unspecified) | 4 | 0.3 | 1.9 | -1
COc1cc2c(cc1OC)C(COc1ccccc1OC)N(C(=O)c1ccc(F)cc1)CC2 (stereo unspecified) | 10 | -0.1 | -1.9 | 8
COc1ccc(Cl)cc1C(=O)N1CCCCC1 | -26 | 0.0 | -1.4 | -8
COc1ccc(OC)c(/C=C2\Oc3c(ccc(O)c3CN3CCN(CCO)CC3)C2=O)c1 | -3 | -0.1 | -0.6 | -6
O=C(Nc1ccccc1C(=O)O)c1ccc(N2C(=O)c3ccc([N+](=O)[O-])cc3C2=O)cc1 | 0 | -0.1 | -2.6 | -9
COc1cccc(NC(=O)N2CCC(N(C)C(C)C)CC2)c1 | -5 | -0.2 | 0.3 | 0
COc1ccc(Nc2ccc(N3C(=O)C4C5C=CC(C5)C4C3=O)cc2[N+](=O)[O-])cc1OC (stereo unspecified) | 19 | -0.1 | -0.6 | 11
O=C(CN1CCc2ccccc2C1)Nc1ccc(F)cc1 | 9 | 1.1 | 0.0 | -1
CC(C)(C)C(=O)/C=c1\[nH]c(=O)/c(=C\c2cccs2)s1 | 2 | 0.0 | 3.4 | -11
CC(C)c1ccc(C2C3=C(COC3=O)Nc3c2c(=O)[nH]c(=O)n3C)cc1 (stereo unspecified) | 2 | 0.0 | -0.3 | 6
O=C1NC(=O)/C(=C\c2ccccc2Br)N1 | 17 | 0.1 | -1.0 | -7
c1cc(CNc2ccn3ncc(-c4ccc5c(c4)OCO5)c3n2)ccn1 | 9 | -0.2 | 0.4 | 26
O=C1CN(c2ccccc2)C(=O)CN1c1ccccc1 | -2 | 0.0 | -0.2 | -5
O=C(N/N=C/c1cc(Cl)cc([N+](=O)[O-])c1O)c1ccccc1[N+](=O)[O-] | 16 | -0.7 | 1.1 | -6
Cc1ccc(S(=O)(=O)N(CC(O)CN2CCCC2)c2ccccc2)cc1 (stereo unspecified) | 2 | -0.2 | 0.8 | -6
CCCSc1nc2sc3c(c2c(=O)n1Cc1ccccc1)CC(C)(CC)OC3 (stereo unspecified) | -1 | 0.2 | 0.5 | -6
Cn1c(=O)c2ccccc2n2c(SCC(=O)Nc3ccccc3C(F)(F)F)nnc12 | 16 | 0.6 | -0.4 | 9
O=C1N[C@@H](Cc2cnc[nH]2)C(=O)N2CCN(Cc3nc(-c4ccc(F)cc4)cs3)C[C@H]12 | -20 | 0.2 | 0.1 | -9
O=C1c2cccc3cc([N+](=O)[O-])cc(c23)C(=O)N1/N=C/c1ccc2c(c1)OCO2 | 19 | 0.1 | 0.0 | 0
NC(=O)c1ccccc1NC(=O)CCC(=O)O | 5 | 0.1 | 0.8 | 6
Cc1nc(C)n(-c2ccc(Nc3cc(-c4cnn(C)c4)ccn3)cc2)n1 | 8 | 0.6 | -1.3 | 20
CC1CCCCC1NC(=O)CCS(=O)(=O)c1ccc2c(c1)n(C)c(=O)c(=O)n2C (stereo unspecified) | 7 | -0.1 | -3.0 | 10
CCCN(CCC)C1=CC(=O)C(C)=C(C)C1=O | 39 | -0.2 | 0.0 | 0
O=C(Nc1ccccc1C(F)(F)F)c1ccc(Br)c(S(=O)(=O)N2CCOCC2)c1 | -4 | 0.0 | 1.5 | -2
CCC(C)NC(=O)CSc1nc2ccccc2c(=O)n1Cc1ccc2c(c1)OCO2 (stereo unspecified) | 22 | 0.3 | -1.8 | -5
CCOc1cc([N+](=O)[O-])c2[nH]c(C(=O)O)c(C)c2c1 | -9 | 0.0 | -1.0 | 45*
CCOC(=O)CSc1nnc(NC(=O)NCCOc2ccc(Cl)cc2)s1 | 0 | 0.1 | -0.4 | -7
Cn1c(CN2CCN(C3c4ccccc4-c4ccccc43)CC2)nc2ccccc21 | 16 | 0.6 | -1.5 | -18
Nc1ccc(S(=O)(=O)Nc2ccc(Cl)cc2)cc1 | 4 | -0.2 | 0.6 | 16
CCN1c2ncccc2C(=O)NC12CCN(C(=O)CCc1c(C)noc1C)CC2 | 11 | 0.0 | -1.0 | -1
O=C(CSc1nc2ccc(NC(=O)CSc3nnnn3-c3ccccc3)cc2s1)Nc1ccc(F)cc1 | 1 | 0.0 | 1.4 | 4
CCc1ccccc1NC(=O)c1ccc(F)c(S(=O)(=O)N2CCN(c3ccccc3Cl)CC2)c1 | 5 | 0.0 | -0.5 | -12
COCCNC(=O)C1CCN(Cc2ccccc2OC)CC1 | -8 | 0.0 | 0.5 | -1
CCOc1ccc(C(=O)Nc2ccc(NC(=O)c3cccs3)cc2)cc1[N+](=O)[O-] | 4 | 0.0 | 0.4 | 1
Cc1ccc(NC(=O)CN2C(=O)CC3(CCCC3)C2=O)cc1 | 12 | 0.3 | -0.4 | -41
Cc1nnc2c(N3CCN(C4CCCCC4)CC3)nc3ccccc3n12 | 17 | 0.0 | 0.0 | -2
C=CCNc1oc(Cc2cccc3ccccc23)nc1C#N | 7 | 0.0 | 0.5 | -2
Cc1c(C(=O)NC(C)C)sc2ncnc(N3CCN(c4ccccn4)CC3)c12 | 15 | 0.4 | -1.3 | 18
COC(CNC(=S)Nc1ccccc1F)OC | 5 | 0.0 | -0.3 | -2
O=C(NCCCN1CCCC1)C1CCC(=O)N1C1CCCC1 (stereo unspecified) | 4 | 0.0 | -0.5 | 3

Molecules shown so far with an NH in an aromatic ring (five):
SMILES | MITF inh | FBW7 activator | GPR151 activ | TEAD-YAP inh
Cc1[nH]c2ccccc2c1/C=N/N1C(=O)C2C(C1=O)C1C=CC2C12CC2 (stereo unspecified) | 12 | 0.0 | -1.4 | 10
CC(C)(C)C(=O)/C=c1\[nH]c(=O)/c(=C\c2cccs2)s1 | 2 | 0.0 | 3.4 | -11
CC(C)c1ccc(C2C3=C(COC3=O)Nc3c2c(=O)[nH]c(=O)n3C)cc1 (stereo unspecified) | 2 | 0.0 | -0.3 | 6
O=C1N[C@@H](Cc2cnc[nH]2)C(=O)N2CCN(Cc3nc(-c4ccc(F)cc4)cs3)C[C@H]12 | -20 | 0.2 | 0.1 | -9
CCOc1cc([N+](=O)[O-])c2[nH]c(C(=O)O)c(C)c2c1 | -9 | 0.0 | -1.0 | 45*

Later entries.
SMILES | MITF inh | FBW7 activator | GPR151 activ | TEAD-YAP inh
O=C1C2C3CCC(C3)C2C(=O)N1Cc1ccccc1Cl (stereo unspecified) | -7 | -0.1 | 0.7 | -3
CCCCC(CC)CNC(=O)C(=O)Nc1ccc(C)cc1C (stereo unspecified) | 1 | 0.0 | 0.7 | 2
Cc1cc2cc(CNC(=O)c3ccc(Br)o3)ccc2[nH]1 | 1 | 0.2 | 0.1 | 9
COc1ccc(-n2cc(C=C(C#N)C#N)c(-c3ccco3)n2)cc1 | 17 | 0.5 | 1.2 | -11
CNC(=S)N1CCC(C(O)(c2ccccc2)c2ccccc2)CC1 | 12 | -0.1 | -0.9 | -5
COc1cc(/C=C2/SC(=Nc3ccccc3)NC2=O)cc(Br)c1OCc1ccccc1Cl | 12 | 0.8 | -0.2 | 13
O=C(c1ccc2c(Cl)c3c(nc2c1)CCC3)N1CCOCC1 | 5 | 0.0 | 0.5 | 6
CC1CCN(Cc2ccccc2CO)CC1 | -1 | 0.0 | -0.1 | -8
COc1ccc(C)cc1C(=O)CCC(=O)NNC(=O)c1cc(C)oc1C | -5 | -0.1 | -0.5 | -10
COc1cc(Cl)ccc1S(=O)(=O)N1CCN(S(=O)(=O)c2ccc(Cl)cc2OC)CC1 | 5 | 0.1 | -0.3 | 8
O=C(c1ccccc1F)N1CCN(C2=NS(=O)(=O)c3ccccc32)CC1 | 14 | 1.0 | 0.7 | -10
